# NFkB binder – NF-kappa-B p105 (human) binding; calls only; Small molecule microarray, anti-His fluorescence binding; AID 624139; P19838; hit rate 1.3% among 17,000;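 active = spot fluorescence over background significantly raised, with a chance value under 7% in all four replicate spots of the compound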;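 also: probe protein is his-tagged human p50 processed subunit at 1 µg/ml; raw spot fluorescence signals with no normalization applied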
# Target sequence (P19838 1-433 limits assumed): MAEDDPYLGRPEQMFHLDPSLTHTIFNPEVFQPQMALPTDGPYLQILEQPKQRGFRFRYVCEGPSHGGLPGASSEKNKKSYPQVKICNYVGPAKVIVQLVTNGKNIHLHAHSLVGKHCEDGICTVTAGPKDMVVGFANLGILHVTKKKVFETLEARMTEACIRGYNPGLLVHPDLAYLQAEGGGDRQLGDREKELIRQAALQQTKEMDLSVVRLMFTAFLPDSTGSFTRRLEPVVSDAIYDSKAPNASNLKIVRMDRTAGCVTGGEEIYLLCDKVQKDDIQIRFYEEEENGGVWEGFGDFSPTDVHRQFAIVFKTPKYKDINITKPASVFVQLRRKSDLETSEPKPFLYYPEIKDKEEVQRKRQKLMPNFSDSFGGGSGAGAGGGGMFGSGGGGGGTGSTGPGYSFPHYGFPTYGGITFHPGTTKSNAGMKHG
# Calls only; i = inactive; + = active, no number. Some of the compounds tested; count on the stated rates, not on these rows.
SMILES,NFkB binder
CNC[C@@H]1Oc2ccc(NC(=O)CCN3CCOCC3)cc2C(=O)N([C@H](C)CO)C[C@@H]1C,i
Cc1noc(C)c1NC(=O)Nc1ccc2c(c1)C(=O)N([C@@H](C)CO)C[C@H](C)[C@H](CN(C)C(=O)Nc1c(C)noc1C)O2,i
CSc1ccccc1NC(=O)CN(c1ccc(C)c(Cl)c1)S(C)(=O)=O,i
CC(C)CC(NS(=O)(=O)c1ccc(C(C)(C)C)cc1)C(=O)O (centres undefined),i
COc1ccc(S(=O)(=O)Nc2cccc3c2O[C@H](CN(C)S(=O)(=O)c2cccs2)[C@@H](C)CN([C@H](C)CO)C3=O)cc1,i
c1ncc(CC2CCNCC2)[nH]1,i
C[C@@H]1CN([C@H](C)CO)C(=O)c2cccc(NC(=O)C3CCOCC3)c2O[C@@H]1CN(C)C(=O)Nc1ccccc1,i
CC[C@H](C)C(=O)O[C@H]1C[C@H](O)C=C2C=C[C@H](C)[C@H](CC[C@@H](O)C[C@@H](O)CC(=O)O)[C@H]21,i
Cc1cc(C)c(C)c(S(=O)(=O)NCCc2c(C)[nH]c3ccccc23)c1C,i
COc1ccc([N+](=O)[O-])cc1CSc1nnc(-c2ccccc2)n1-c1ccccc1,i
C[C@@H]1CN([C@H](C)CO)C(=O)c2cccc(NS(=O)(=O)c3ccc(Cl)cc3)c2O[C@H]1CN(C)C(=O)Nc1cccc2ccccc12,i
COc1ccc(C#Cc2ccc3c(c2)[C@]2(C(=O)N3)[C@H](C(=O)N3CCc4cc(OC)c(OC)cc4C3)[C@H]3C(=O)O[C@H](c4ccccc4)[C@H](c4ccccc4)N3[C@@H]2c2ccc(OCCO)cc2)cc1,+
CNC[C@H]1Oc2ccc(NC(=O)Cc3ccccc3)cc2C(=O)N([C@H](C)CO)C[C@@H]1C,i
O=C(Nc1ccccc1)N[C@H]1C[C@H](C(=O)O)Nc2cc(Cl)cc(Cl)c21,i
COc1ccc(NC(=O)c2cc(S(=O)(=O)Nc3ccc(OC)cc3)c(Cl)cc2Cl)cc1,i
O=C(CC1NCCNC1=O)Nc1ccccc1 (centres undefined),i
C[C@H](CO)N1C[C@H](C)[C@@H](CN(C)C(=O)Nc2ccccc2)OCCCC[C@H](C)Oc2ccc(NC(=O)Cc3ccccc3)cc2C1=O,i
C=C(C)C1Cc2c(ccc(C(=O)O)c2O)O1 (centres undefined),i
CNC[C@@H]1OCCCC[C@@H](C)Oc2ccc(NC(=O)Nc3ccccc3)cc2C(=O)N([C@@H](C)CO)C[C@H]1C,i
C[C@H](CO)N1C[C@H](C)[C@H](CN(C)Cc2ccncc2)OCCCC[C@H](C)Oc2ccc(NC(=O)c3ccncc3)cc2C1=O,i
Cc1noc(C)c1S(=O)(=O)N(C)C[C@H]1Oc2ccc(NC(=O)CCCN(C)C)cc2C(=O)N([C@@H](C)CO)C[C@H]1C,i
CNC[C@H]1OCCCC[C@@H](C)Oc2ccc(NS(=O)(=O)c3c(C)noc3C)cc2C(=O)N([C@H](C)CO)C[C@@H]1C,i
C[C@@H]1CCCCO[C@H](CN(C)S(=O)(=O)c2cn(C)cn2)[C@H](C)CN([C@@H](C)CO)C(=O)c2cc(NC(=O)c3ccccc3)ccc2O1,i
C[C@@H]1CN([C@H](C)CO)C(=O)c2cccc(NS(=O)(=O)c3cn(C)cn3)c2O[C@@H]1CN(C)Cc1ccc2c(c1)OCO2,i
Cc1cc(C(=O)Nc2cccc3c2O[C@@H](CN(C)C(=O)Nc2ccc(C(F)(F)F)cc2)[C@H](C)CN([C@H](C)CO)C3=O)n(C)n1,i
COc1ccc(S(=O)(=O)N(C)C[C@@H]2Oc3c(NS(C)(=O)=O)cccc3C(=O)N([C@@H](C)CO)C[C@H]2C)cc1,i
CCC(C)C(NC(=O)C(C)(C)NC(=O)C(C)(CC)NC(=O)C(N)Cc1c[nH]c2ccccc12)C(=O)NC(=O)CCC(NC(C)=O)C(=O)O (centres undefined),i
CCO[C@@H]1OC(C(=O)N2CCCC2)=C[C@H](c2ccc(C(F)(F)F)cc2)[C@H]1CCCO,i
c1ccc2c(c1)CCCc1cc(NCCN3CCOCC3)nnc1-2,i
CCO[C@H]1OC(C(=O)NC2CC2)=C[C@@H](c2ccc(C(F)(F)F)cc2)[C@@H]1CCCO,i
O=C1C=CC(=O)c2c(O)c(Cl)c(Cl)c(O)c21,i
C[C@@H]1CCCCO[C@H](CN(C)C(=O)c2ccncc2)[C@@H](C)CN([C@H](C)CO)C(=O)c2cc(N(C)C)ccc2O1,i
C[C@H](CO)N1C[C@H](C)[C@@H](CN(C)Cc2ccc(O)cc2)OCc2cn(nn2)CCCC1=O,i
CC(C)NC(=O)Nc1ccc2c(c1)C(=O)N([C@@H](C)CO)C[C@H](C)[C@H](CN(C)C(=O)Nc1ccccc1)OCCCC[C@@H](C)O2,i
C[C@@H]1CCCCO[C@H](CN(C)C(=O)c2ccncc2)[C@@H](C)CN([C@@H](C)CO)C(=O)c2cc(NC(=O)CCC(F)(F)F)ccc2O1,i
COc1ccc(COC[C@]23N=C4Sc5ccc([N+](=O)[O-])cc5C(=O)N4[C@H](c4ccccc4O2)[C@H]3CO)cc1,i
COc1ccc(-c2csc3ncn(CC(=O)Nc4ccccc4)c(=O)c23)cc1,i
OC(c1cc(C(F)(F)F)nc2c(C(F)(F)F)cccc12)C1CCCCN1 (centres undefined),i
COC(=O)C(CC#Cc1ccc2c(c1)[C@]1(C(=O)N2)[C@H](c2ccc(O)cc2)N2[C@H](c3ccccc3)[C@H](c3ccccc3)OC(=O)[C@H]2[C@@H]1C(=O)N1CCN(c2ncccn2)CC1)C(=O)OC,i
C[C@@H]1CCCCO[C@@H](CN(C)C)[C@H](C)CN([C@H](C)CO)C(=O)c2cc(N(C)C)ccc2O1,i
CC(CCc1ccccc1)N=c1c([N+](=O)[O-])nn(-c2ccccc2)n1O (centres undefined),i
COc1ccc(CN(C)C[C@@H]2Oc3ccc(NC(=O)C4CCCCC4)cc3C(=O)N([C@H](C)CO)C[C@H]2C)cc1,i
COc1ccc(S(=O)(=O)Nc2cccc3c2O[C@@H](CN(C)C(=O)NC2CCCCC2)[C@H](C)CN([C@H](C)CO)C3=O)cc1,i
C[C@@H]1CCCCO[C@@H](CN(C)S(C)(=O)=O)[C@H](C)CN([C@H](C)CO)C(=O)c2cc(NS(=O)(=O)c3ccccc3)ccc2O1,i
COc1ccc(S(=O)(=O)Nc2ccc3c(c2)C(=O)N([C@@H](C)CO)C[C@@H](C)[C@H](CN(C)Cc2ccc4c(c2)OCO4)O3)cc1,i
Cc1noc(C)c1NC(=O)Nc1ccc2c(c1)C(=O)N([C@H](C)CO)C[C@@H](C)[C@H](CN(C)S(=O)(=O)c1ccc(Cl)cc1)O2,i
COCCOC(=O)N1C(=O)[C@@]2(c3cc(C#CC4=CCCCC4)ccc31)[C@H](C(=O)N1CCc3cc(OC)c(OC)cc3C1)[C@H]1C(=O)O[C@H](c3ccccc3)[C@H](c3ccccc3)N1[C@@H]2c1ccc(O)cc1,i
Cc1ccc(NC(=O)CNC(=O)c2ccco2)cc1,i

# Another view of some results above.
molecule	NFkB binder
COc1ccc(CN(C)C[C@@H]2Oc3ccc(NC(=O)C4CCCCC4)cc3C(=O)N([C@H](C)CO)C[C@H]2C)cc1	i
COc1ccc(S(=O)(=O)Nc2ccc3c(c2)C(=O)N([C@@H](C)CO)C[C@@H](C)[C@H](CN(C)Cc2ccc4c(c2)OCO4)O3)cc1	i
C[C@@H]1CCCCO[C@@H](CN(C)S(C)(=O)=O)[C@H](C)CN([C@H](C)CO)C(=O)c2cc(NS(=O)(=O)c3ccccc3)ccc2O1	i
C[C@@H]1CCCCO[C@@H](CN(C)C)[C@H](C)CN([C@H](C)CO)C(=O)c2cc(N(C)C)ccc2O1	i
OC(c1cc(C(F)(F)F)nc2c(C(F)(F)F)cccc12)C1CCCCN1 (centres undefined)	i
COc1ccc(-c2csc3ncn(CC(=O)Nc4ccccc4)c(=O)c23)cc1	i

# Reprinted at random: 4 records from the list.
SMILES,NFkB binder
Cc1noc(C)c1NC(=O)Nc1ccc2c(c1)C(=O)N([C@H](C)CO)C[C@@H](C)[C@H](CN(C)S(=O)(=O)c1ccc(Cl)cc1)O2,i
COC(=O)C(CC#Cc1ccc2c(c1)[C@]1(C(=O)N2)[C@H](c2ccc(O)cc2)N2[C@H](c3ccccc3)[C@H](c3ccccc3)OC(=O)[C@H]2[C@@H]1C(=O)N1CCN(c2ncccn2)CC1)C(=O)OC,i
C[C@@H]1CCCCO[C@@H](CN(C)C)[C@H](C)CN([C@H](C)CO)C(=O)c2cc(N(C)C)ccc2O1,i
COc1ccc(-c2csc3ncn(CC(=O)Nc4ccccc4)c(=O)c23)cc1,i

# Next part:
SMILES,NFkB binder
Cc1noc(C)c1S(=O)(=O)N(C)C[C@@H]1Oc2ccc(NC(=O)Cn3cnnn3)cc2C(=O)N([C@@H](C)CO)C[C@@H]1C,i
C[C@H](CO)N1C[C@H](C)[C@@H](CN(C)C)Oc2ccc(NC(=O)Cn3cnnn3)cc2CC1=O,i
C[C@H](CO)N1C[C@H](C)[C@H](CN(C)C(=O)NC2CCCCC2)Oc2ccc(NC(=O)Cc3cn(C)c4ccccc34)cc2C1=O,i
C[C@H](CO)N1C[C@H](C)[C@@H](CN(C)S(C)(=O)=O)Oc2ccc(N(C)C)cc2C1=O,i
CNC[C@@H]1OCCCC[C@H](C)Oc2ccc(NC(=O)Nc3cccc4ccccc34)cc2C(=O)N([C@@H](C)CO)C[C@@H]1C,i
C[C@H](CO)N1C[C@H](C)[C@H](CN(C)C(=O)Nc2cccc3ccccc23)Oc2ccc(NC(=O)c3ccncc3)cc2CC1=O,i
COc1ccc(/C=C/C(=O)O[C@H]2[C@H](O[C@H]3[C@@H]4C=CO[C@@H](O[C@@H]5O[C@H](CO)[C@@H](O)[C@H](O)[C@H]5O)[C@@H]4[C@@]4(CO)O[C@@H]34)O[C@@H](C)[C@H](O)[C@H]2OC(C)=O)cc1,i
Cc1noc(C)c1NC(=O)N(C)C[C@@H]1Oc2c(NC(=O)Nc3ccc(C(F)(F)F)cc3)cccc2C(=O)N([C@@H](C)CO)C[C@H]1C,i
COCCCNC(=O)c1cc(-c2ccccc2)nc2c(C)cc(C)cc12,i
COC(=O)c1cn(CCCNC(=O)[C@H](Cc2ccccc2)NS(=O)(=O)c2ccc(C)cc2)nn1,i
COC(=O)c1cc(COc2ccc3c(c2)oc(=O)c2ccccc23)c(C)o1,i
CC(C)NC(=O)N(C)C[C@@H]1OCCCC[C@@H](C)Oc2ccc(NC(=O)Nc3cccc4ccccc34)cc2C(=O)N([C@H](C)CO)C[C@@H]1C,i
COc1ccc(CCNC(=O)c2ccc(-c3cccc(C(F)(F)F)c3)o2)cc1OC,i
COc1ccccc1NC(=O)CCSc1nc(C)cc(C)n1,i
C[C@H]1CCCCO[C@@H](CN(C)C(=O)Nc2ccc(F)cc2)[C@@H](C)CN([C@@H](C)CO)C(=O)c2cc(N(C)C)ccc2O1,i
Cc1noc(C)c1NC(=O)N(C)C[C@H]1Oc2c(NC(=O)Nc3ccc4c(c3)OCO4)cccc2C(=O)N([C@@H](C)CO)C[C@@H]1C,i
C[C@H]1CN([C@@H](C)CO)C(=O)c2cccc(NC(=O)Nc3ccc(C(F)(F)F)cc3)c2O[C@H]1CN(C)C(=O)Nc1ccc(F)cc1,i
CCCCC/C=C\C/C=C\C/C=C\CCCCCCC(=O)O,i
C[C@@H]1CN([C@@H](C)CO)C(=O)c2cc(NC(=O)CCCN(C)C)ccc2O[C@@H](C)CCCCO[C@H]1CN(C)C(=O)CCCN(C)C,i
CNC(=O)C1=C[C@H](c2csc3ccccc23)C[C@H](OCc2ccc(CO)cc2)O1,i
O=C(CC1(O)C(=O)N(CCOc2ccccc2)c2ccccc21)c1ccc2c(c1)CCCC2 (centres undefined),i
C[C@@H]1CN([C@@H](C)CO)C(=O)c2cc(N(C)C)ccc2O[C@@H](C)CCCCO[C@H]1CN(C)C(=O)C1CCCCC1,i
C[C@H]1CN([C@@H](C)CO)C(=O)c2cc(NC(=O)CCC(F)(F)F)ccc2O[C@@H]1CN(C)C,i
Cc1ccc(NC(=O)CSc2nnc(-c3ccc(C(C)(C)C)cc3)o2)c(C)c1,i
C[C@H](CO)N1C[C@H](C)[C@H](CN(C)C(=O)Nc2ccc(F)cc2)Oc2ccc(NC(=O)Nc3ccc4c(c3)OCO4)cc2C1=O,i
O=C(Nc1ccc(Cl)cc1Cl)NC(Cc1ccc(O)cc1)C(=O)O (centres undefined),i
COCC1=C2[C@@H](c3ccccc3)OB(O)C[C@@H]2[C@@H]2C(=O)N(Cc3ccccc3)C(=O)[C@@H]2C1,i
C[C@H]1CN([C@@H](C)CO)C(=O)c2cc(NS(C)(=O)=O)ccc2O[C@@H]1CN(C)C,i
C[C@H](CO)N1C[C@H](C)[C@@H](CN(C)C(=O)Nc2ccccc2)Oc2ccc(NC(=O)CCC(F)(F)F)cc2CC1=O,i
C[C@H](CO)N1C[C@H](C)[C@H](CN(C)C(=O)Nc2ccc(F)cc2)Oc2ccc(NS(=O)(=O)c3cn(C)cn3)cc2CC1=O,i
Cc1ccc(CN2CCN(CCO)CC2)o1,i
C=CC(C)(O)CC/C=C(\C)C(=O)OC1C(CO)OC(OC2OC=CC3(O)C(OC(=O)C4=COC(OC5OC(CO)C(O)C(O)C5O)C5C(C)CCC45)C4OC4(C)C23)C(O)C1O (centres undefined),i
C[C@H](CO)N1C[C@H](C)[C@H](CN(C)C)Oc2c(NC(=O)Nc3ccc(C(F)(F)F)cc3)cccc2C1=O,i
Cn1c(SCC(=O)N2CCCCC2)nnc1-c1cccc(NC(=O)c2ccccc2)c1,i
COc1ccc(CN(C)C[C@@H]2Oc3c(NS(=O)(=O)c4cn(C)cn4)cccc3C(=O)N([C@@H](C)CO)C[C@H]2C)cc1,i
C[C@H]1CN([C@@H](C)CO)C(=O)c2cc(NC(=O)c3ccncc3)ccc2O[C@@H]1CN(C)Cc1ccc(C(F)(F)F)cc1,i
C[C@@H]1CN([C@@H](C)CO)C(=O)c2cc(NC(=O)Cn3cnnn3)ccc2O[C@H]1CN(C)C(=O)Nc1ccc(F)cc1,i
